Apoferritin bind: candidate novel general anesthetic via apoferritin binding; P02791; apoferritin/1-aminoanthracene competitive binding, fluorescence; Potency, µM (series often up to 77.5 µM), without a hit: at the top dose activity change, negative = displacement, usual class: inhibitors; 0.074% of 350,000 active; note: potency is the fitted concentration of half-maximal effect; % is set by controls: 0 for no effect and ±100 for the full control effect; nearly all actives have a fitted effect of over 20% in size
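Horse-spleen apoferritin (10 uM) in 50% saturated 1-aminoanthracene in PBS was incubated 10 min at room temperature with compound. Fluorescence (ex 380, em 535 nm) was normalized to free and bound 1-AMA, with concentration-response fitted by a four-parameter Hill equation.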
Pol iota inh: DNA polymerase iota (human) inhibition. Q9UNA4. Pol iota fluorescent replication assay, 10 min. Potency, µM (highest dose often 115 µM), for the others: at the highest dose activity, negative = inhibition, hits mostly inhibitors. 1% of 390,000 active. AID 588590; note: potency is the fitted concentration of half-maximal effect
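Pol iota at 10 nM preincubated 15 min with compounds at room temperature; reaction started with fluorescent substrate, 50 nM final. Fluorescence read kinetically at 0 and 10 min; buffer-only wells as negative control.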
APE1 inh: inhibitors of human APE1 endonuclease. 0.35% of 350,000 active. recombinant APE1, TAMRA/BHQ-2 abasic DNA cleavage fluorescence. Potency, µM (highest dose often 65.8 µM), for inactives: top-dose activity change, negative = inhibition, hits mostly inhibitors. AID 2517. P27695;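 note: potency is the fitted concentration of half-maximal effect; plate controls were vehicle for no effect and reference inhibitor for full effect; nearly all actives have a fitted effect of over 55% in size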
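Quantitative HTS: incision of a TAMRA/BHQ-2 double-stranded substrate bearing a tetrahydrofuran abasic site by 0.75 nM APE1 raises fluorescence. Substrate 50 nM final, added after 15 min compound preincubation at room temperature; progress as third-minus-first kinetic read difference.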
ERG-DNA inh: ERG Ets/DNA interaction inhibition. P11308. 0.028% of 370,000 active. fluorescence polarization, His-ERG Ets domain / labelled DNA. AID 624246. Potency, µM (series often up to 76.9 µM), inactives show top-dose FP activity, negative = inhibition, most hits filed as inhibitors; active = well fitted inhibition curve with a large enough effect in the polarisation, with a control signal flat; inconclusive = small, poorly fitted or top-dose-only effect, or effect the other way, or a change in a side signal; inactive = no such curve, though single readings can be large or run the other way; the % refers to the polarisation;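 note: polarization taken with two DNA probes labelled with fluorescein and Texas red; potency is the fitted concentration of half-maximal effect; % of control where 0% means no effect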
Target sequence (P11308 whole entry, looked up, the tested form may be a part): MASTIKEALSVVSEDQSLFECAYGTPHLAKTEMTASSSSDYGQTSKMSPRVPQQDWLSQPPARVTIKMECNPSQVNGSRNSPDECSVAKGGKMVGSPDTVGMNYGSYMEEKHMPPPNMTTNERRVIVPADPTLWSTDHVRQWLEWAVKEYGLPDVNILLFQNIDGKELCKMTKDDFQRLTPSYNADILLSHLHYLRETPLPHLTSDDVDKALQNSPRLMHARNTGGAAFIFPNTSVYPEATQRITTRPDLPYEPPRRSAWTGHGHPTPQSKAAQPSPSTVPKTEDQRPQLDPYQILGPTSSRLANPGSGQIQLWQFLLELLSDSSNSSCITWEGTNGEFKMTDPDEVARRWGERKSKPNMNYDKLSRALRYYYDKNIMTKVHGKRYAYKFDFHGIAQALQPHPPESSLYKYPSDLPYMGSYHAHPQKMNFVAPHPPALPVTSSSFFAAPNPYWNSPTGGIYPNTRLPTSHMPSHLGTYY
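His-tagged ERG Ets domain (1 uM in the protein solution; 300mM KCl, 50mM Tris-HCl, 1mM EDTA, 1mM DTT, pH 7.5) received compound, then a probe mix of 5 nM fluorescein-DNA and 100nM Texas-615-DNA. Fluorescence polarization was read for both dyes.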
POLB inh: blocks human DNA polymerase beta activity | Pol beta primer extension/strand displacement, fluorescence kinetic | Potency, µM (top dose mostly 114 µM), without a hit: top-dose activity change, negative = inhibition, actives largely listed as inhibitors | 1.3% of 340,000 active | AID 485314; note: potency is the fitted concentration of half-maximal effect; % is set by controls: 0 for no effect and ±100 for the full control effect
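Curves were derived by four-parameter Hill fits of normalized qHTS data. The kinetic fluorescent primer-extension read was taken at 0 and 10 min after 50 nM substrate, following a 15 min room-temperature preincubation of 10 nM enzyme with compounds.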
12-LOX inh: ALOX12 (human) lipoxygenase inhibition; purified 12hLO, xylenol orange hydroperoxide absorbance; AID 1671190; 1.1% of 580,000 active; Potency, µM (highest dose often 108 µM), for inactives: top-dose activity change, negative = inhibition, usual class: inhibitors; P18054; note: potency is the fitted concentration of half-maximal effect; % is set by controls: 0 for no effect and ±100 for the full control effect
Target sequence (P18054 whole entry, looked up): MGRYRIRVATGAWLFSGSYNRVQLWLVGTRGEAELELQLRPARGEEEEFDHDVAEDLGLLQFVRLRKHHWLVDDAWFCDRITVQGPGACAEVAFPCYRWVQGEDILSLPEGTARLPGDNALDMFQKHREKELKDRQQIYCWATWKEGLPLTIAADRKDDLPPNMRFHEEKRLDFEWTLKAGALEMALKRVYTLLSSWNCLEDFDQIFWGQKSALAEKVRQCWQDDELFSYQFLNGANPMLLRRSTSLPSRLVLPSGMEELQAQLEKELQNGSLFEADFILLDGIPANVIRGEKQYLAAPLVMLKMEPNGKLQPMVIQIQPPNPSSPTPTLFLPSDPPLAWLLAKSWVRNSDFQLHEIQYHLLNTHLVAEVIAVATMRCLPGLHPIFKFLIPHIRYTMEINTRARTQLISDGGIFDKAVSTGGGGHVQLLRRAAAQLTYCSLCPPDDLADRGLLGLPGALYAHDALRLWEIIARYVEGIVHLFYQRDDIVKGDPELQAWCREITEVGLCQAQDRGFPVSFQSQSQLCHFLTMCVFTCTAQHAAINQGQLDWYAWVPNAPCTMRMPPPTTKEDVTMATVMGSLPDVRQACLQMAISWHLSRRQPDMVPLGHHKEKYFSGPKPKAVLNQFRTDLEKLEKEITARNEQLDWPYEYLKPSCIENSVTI
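Purified human 12hLO (150 nM final) in 25 mM Hepes, 0.01% Triton X-100, pH 7.0 was preincubated 15 min at room temperature with compound. Then 40 uM arachidonic acid was added, 30 min. Hydroperoxide was read by Fe-XO absorbance ratio 573/405 nm.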
BLM helicase inh: inhibitors of human Bloom syndrome helicase BLM. Potency, µM (highest dose often 56.1 µM), for the others: at the highest dose activity change, negative = inhibition, hits mostly inhibitors. AID 2528. recombinant BLM DNA unwinding, fluorescence dequenching. 0.2% of 350,000 active;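 note: potency is the fitted concentration of half-maximal effect; plate controls were vehicle for no effect and no enzyme for full effect; nearly all actives have a fitted effect of over 35% in size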
TRHR agonist: agonists of human TRH receptor; P34981; TRHR cells, calcium flux fluo-8, FDSS agonist mode; activation, % at 2 µM; 0.18% of 360,000 active; in the data active = activation above about 30%; note: 0% is about no effect
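TRHR-expressing cells loaded with fluo-8 calcium dye; 23 nL library compound pin-transferred, kinetic FDSS fluorescence (Ex 480/Em 530) recorded about 180 s for agonist-induced calcium release, before a 10 nM TRH EC20 addition for potentiator mode.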
POLK inh: blocks human DNA polymerase kappa activity; purified Pol kappa, fluorescent DNA synthesis assay, 10 min; Potency, µM (titrated, usually from 107 µM), for the others: at the top dose activity, negative = inhibition, hits mostly inhibitors; 0.53% of 400,000 active; note: potency is the fitted concentration of half-maximal effect; % is set by controls: 0 for no effect and ±100 for the full control effect
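Inhibition of 10 nM Pol kappa is measured by a fluorescent read-out at 0 and 10 min following addition of 50 nM substrate (final), with a 15-min room-temperature compound preincubation.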
Starred values were filed as active, the others as inactive; ? = inconclusive; nt = not tested or not shown; & = joins results of further samples; [ ] = another dose, or the depositor's remark. Unless noted, calls come from the whole dose curve; as a rule, active = well fitted curve in the direction sought with a large enough effect; inconclusive = small, poorly fitted or top-dose-only effect, or another doubt; inactive = no such curve, though single readings can be large; an effect the other way counts as inactive or inconclusive.

SMILES	Apoferritin bind	Pol iota inh	APE1 inh	ERG-DNA inh	POLB inh	12-LOX inh	BLM helicase inh	TRHR agonist	POLK inh
CC(C)(C)C(=O)/C=c1\[nH]c(=O)/c(=C\c2ccccc2F)s1	-11.1%	1.5%	-18.6%	-7.3%	42.1%	5.1%	2.4%	0.7	7.3%
CSc1cccc(N2C(=O)N(Cc3ccc([N+](=O)[O-])cc3)c3ccccc3S2(=O)=O)c1	-12.0%	34.7%[activator]	nt	-1.0%	3.0%	-13.5%	-2.4%	0.7	0.1%[60.1 µM]
Cc1ccc(S(=O)(=O)N2CCOCC2)cc1NC(=O)CSc1ccccn1	-6.9%	?	-1.6%	-14.5%	40.9%	-16.6%	-1.1%	-0.2	-21.9%
O=C(CCS(=O)(=O)c1ccc(Br)cc1)Nc1ccccc1Cl	2.9%	-5.7%	11.7%	-3.7%	14.5%	-50.7%	3.4%	-0.4	-16.5%
CCOc1cccc(NC(=O)CSc2nncn2N)c1	-14.1%	5.6%	-0.4%	nt	-20.8%	3.4%	-0.5%	1.1	-4.4%
CN(C)/C=C(/C(=O)c1ccc(Cl)cc1)S(C)(=O)=O	-7.5%	61.7%[activator]	-0.7%	-20.7%	8.6%	5.2%	-6.1%	-0.3	-4.4%
CCOC(=O)c1ccc2c(c1)N(Cc1cccc([N+](=O)[O-])c1)C(=O)c1ccccc1S2	-1.6%	31.8%[activator]	nt	5.8%	?	-4.3%	-7.0%	-0.1	-13.1%[60.1 µM]
CC(NC(=O)COc1ccccc1F)C1CC2CCC1C2 (centres undefined)	?	27.2%	-0.2%	2.0%	6.4%	-6.2%	-5.6%	-1.2	-4.5%
COc1ccc(C(=O)Nc2cc(S(=O)(=O)N3CCCC3)ccc2Cl)cc1	nt	15.6%	23.6%	-0.1%	nt	6.6%	nt	nt	-24.2%
O=C(NCCCc1ccccn1)C1CCC(=O)N(Cc2cccc(F)c2)C1 (centres undefined)	-5.9%	-10.0%	27.3%	-3.7%	79.6%	0.3%	0.1%	-0.1	-20.1%
CN(C(=O)CSc1nc(C2CCCC2)nc2c1c(=O)n(C)c(=O)n2C)c1ccccc1	-4.7%	1.3%	nt	0.3%	17.3%	?	0.6%	-0.7	-7.4%[60.1 µM]
CC(=O)Nc1nc2ccc(C(=O)NCCOC(=O)C3CCCCC3)cc2s1	-11.5%	12.4%	-3.8%	-4.4%	-12.6%	-14.1%	-0.2%	0.7	2.2%[60.1 µM]

The last two entries of the part before lead into the next:
SMILES	Apoferritin bind	Pol iota inh	APE1 inh	ERG-DNA inh	POLB inh	12-LOX inh	BLM helicase inh	TRHR agonist	POLK inh
CN(C(=O)CSc1nc(C2CCCC2)nc2c1c(=O)n(C)c(=O)n2C)c1ccccc1	-4.7%	1.3%	nt	0.3%	17.3%	?	0.6%	-0.7	-7.4%[60.1 µM]
CC(=O)Nc1nc2ccc(C(=O)NCCOC(=O)C3CCCCC3)cc2s1	-11.5%	12.4%	-3.8%	-4.4%	-12.6%	-14.1%	-0.2%	0.7	2.2%[60.1 µM]
Cc1nn(-c2ccccc2)c(N2CCCC2)c1/C=N/NC(=O)C1CC1	-5.3%	83.7%[activator]	-6.1%	1.0%	2.5%	30.6%	-1.3%	-1.3	-0.9%
O=C(Nc1ccccc1N1CCCCC1)C1CCN(S(=O)(=O)c2ccccc2C(F)(F)F)CC1	nt	39.5%[activator]	31.5%[activator]	11.6%	nt	5.7%	nt	0.5	-1.7%
CCOC(=O)N1CCN(CC(O)c2c[nH]c3ccc(OC)cc23)CC1 (centres undefined)	-7.2%	19.9%	-1.8%	-7.5%	-1.8%	-4.3%	-8.2%	-0.2	-3.8%
Cc1cccc(NC(=O)C2CCCN(C(=O)NC3CCCCC3)C2)c1C (centres undefined)	-13.9%	24.7%	0.7%	3.8%	15.0%	0.0%	-6.1%	-0.4	-11.5%
COc1ccccc1C(=O)NCCC(=O)N1CCN(c2ccccc2Cl)CC1	nt	11.4%	1.5%	8.3%	nt	-1.1%	nt	-0.6	-8.0%
CC(=O)OCC1OC(Oc2cc(OC(C)=O)c3c(=O)cc(-c4ccc(OC(C)=O)cc4)oc3c2)[C@@H](OC(C)=O)C(OC(C)=O)C1OC(C)=O (some centres undefined)	?	nt	4.2%	nt	nt	nt	-11.7%	nt	-15.1%[60.1 µM]
CCOc1ccc(C(=O)Nc2ccc(NC(=O)c3ccco3)c(Cl)c2)cc1Cl	-2.2%	-10.1%	?	0.6%	0.8%	240.5%[activator]	0.4%	0.1	5.9%
Cc1cccc(-c2cc(NC(=O)c3ccccc3C)n(-c3ccccc3)n2)c1	-4.0%	2.2%	nt	1.1%	-8.5%	-13.5%	-11.4%	0.1	-4.3%[60.1 µM]
CN(Cc1ccccc1)S(=O)(=O)c1ccc2c(c1)CCC(=O)N2	-4.8%	138.6%[activator]	-2.4%	-2.7%	0.0%	-18.0%	-1.1%	0.5	-6.6%
CC(=O)Nc1ccc(S(=O)(=O)NC2(C(F)(F)F)NC(=O)N(CC(C)C)C2=O)cc1 (centres undefined)	0.6%	43.9%[activator]	6.3%	-5.8%	-1.8%	-3.0%	2.1%	0.4	-7.3%
CSc1ccccc1C(=O)Nc1ccc2c(c1)CCC2	0.4%	29.6%	12.3%	-3.8%	16.3%	24.0%	-3.9%	-0.2	3.1%
NC(=O)CC(NC(=O)Cc1ccc(Br)cc1)c1ccc(NCc2ccc(F)c(F)c2)c([N+](=O)[O-])c1 (centres undefined)	-10.4%	2.1%	-3.6%	4.3%	-0.5%	-26.5%	0.3%	0.4	6.4%
COc1ccccc1NC(=S)N1CC(C)(C)C1=O	0.4%	27.4%	48.3%	14.8%	2.0%	0.0%	-1.3%	-0.8	-2.8%
COc1ccccc1C(=O)Nc1ccc(NC(=O)c2ccco2)cn1	-0.2%	39.6%[activator]	20.2%	-9.1%	-29.0%	-1.4%	-3.5%	-0.1	3.0%
Cc1cccc(N2CCN(S(=O)(=O)c3cc(-c4cc(C)no4)ccc3C)CC2C)c1 (centres undefined)	-2.6%	-13.0%	-0.1%	4.7%	1.9%	1.4%	-8.2%	-0.1	8.1%
CC(C)(C)OC(=O)NCCCCCO	1.4%	?	-3.3%&-1.6%	-3.9%	nt	17.0%	0.4%	0.0	-5.8%
CN(C)CCOc1ccc(/C(=C(/CCCl)c2ccccc2)c2ccccc2)cc1	nt	4.9%	nt	11.3%	nt	?	-5.4%	nt	7.1%
CCOCc1cn(CC(=O)c2ccc(Cl)cc2)c(C)nc1=N	-8.5%	2.6%	2.5%	-5.6%	-2.3%	69.4%[activator]	3.2%	0.6	-14.0%
COc1ccc(S(=O)(=O)Nc2nc3ccccc3s2)cc1OC	-13.8%	-10.0%	0.7%	-1.2%	5.8%	0.4%	-0.1%	-0.6	-1.5%
Cc1ccc(OCCNC(=O)CNC(=O)c2ccc(Cl)c([N+](=O)[O-])c2)cc1	nt	30.7%	-11.0%	-4.7%	nt	192.0%[activator]	nt	nt	-4.8%
CC12C(=O)N(Cc3ccccc3)C(=O)C1C1C=CC2C1 (centres undefined)	?	4.3%	-1.0%	-10.2%	-0.8%	0.0%	0.2%	-0.1	-14.5%
COc1cc(/C=C/C(=O)O)ccc1OS(=O)(=O)c1cc(Br)ccc1C	nt	5.8%	7.0%	0.8%	nt	12.6%	nt	0.3	13.4%
CC(C)OCCCNc1ncnc2c1nc1n2CCCC1	-7.2%	76.6%[activator]	-13.1%	1.8%	10.9%	0.0%	-5.9%	1.1	-1.3%
Cc1ccc(CCNC(=O)c2c(C)oc3ncnc(N4CCOCC4)c23)cc1	-6.5%	-7.3%	nt	-2.2%	19.7%	-3.3%	1.7%	-1.4	0.0%
C=CCn1cc(C(=O)NCc2ccc(Cl)cc2)c(=O)c2cc(S(=O)(=O)N(CC)CC)ccc21	?	-0.9%	-3.4%	4.6%	-3.1%	-25.1%	-8.4%	1.2	-12.6%
Cc1ccc(S(=O)(=O)N2CCC(=O)N(CCOC(=O)Nc3cc(C)cc(C)c3)CC2)cc1	1.3%&-15.2%	3.1%	?	-7.5%	-3.4%	-12.7%	-11.5%[75.6 µM]	-0.8	?
COc1cc(/C=C(\C#N)c2nc3ccccc3o2)ccc1O	-3.6%	5.4%	-7.9%	88.5%[activator]	3.3%	?	-3.6%	77.8*	-21.1%
Cc1ccc(/C=C/S(=O)(=O)NCC(=O)O)cc1	-4.6%	91.1%[activator]	1.7%	4.2%	8.3%	-27.2%	-0.1%	-0.2	-11.4%
COCCn1c(SCc2ccc(C(=O)OC)o2)nc2cc(Cl)ccc2c1=O	-16.3%	-16.5%	-0.7%	nt	0.1%	-16.2%	-8.9%	0.1	-14.1%
C=CCN1CCN(c2nc3ccccc3nc2C#N)CC1	-11.7%	nt	3.5%&-6.7%	nt	nt	1.0%&0.0%	-1.4%	nt	0.6%&-8.1%[19.4 µM]
COc1cccc(C2/C(=C(\O)c3ccc4c(c3)OCCO4)C(=O)C(=O)N2CC2CCCO2)c1 (centres undefined)	-9.7%	-0.8%	16.6%	-8.3%	4.0%	-18.4%	-0.8%	0.2	-1.4%
COc1cc2c(cc1OC)CN(S(=O)(=O)c1cccc(F)c1)CC2	-4.8%	-12.5%	48.2%[activator]	-2.1%	1.2%	0.0%	1.4%	-1.2	-9.5%
Cc1ccc(N2C(=O)C3C4C=CC(CNC(=S)Nc5ccc(Cl)cc5)(O4)C3C2=O)cc1 (centres undefined)	2.4%	13.0%	8.6%	2.6%	-26.9%	?	-9.2%	-0.3	-8.8%
Cc1ccc(-c2nn3c(C)nnc3c3ccccc23)cc1S(=O)(=O)N(C)CCO	-15.1%	2.2%	1.7%	1.0%	20.6%	428.4%[activator]	2.4%	0.5	-6.4%
CN(Cc1ccccc1)S(=O)(=O)c1ccc(F)c(C(=O)Nc2cccc(Cl)c2Cl)c1	?	2.4%	nt	6.1%	3.3%	-25.0%	-0.8%	-0.1	1.6%[60.1 µM]

High-throughput results (PubChem)

Some of the compounds tested. The share of hits here may be higher or lower than overall.
